BoNT-A LC inh2: inhibitors of Botulinum neurotoxin A light chain protease; multiplex microsphere protease substrate cleavage, flow cytometry; inhibition, % at 10 µM; 0.17% of 360,000 active; note: plate controls were buffer without enzyme for full effect and enzyme alone for no effect
3CLpro inhibitor: SARS-CoV 3CLpro protease inhibition; P0C6X7; recombinant SARS-CoV 3CLpro, quenched FRET peptide cleavage; inhibition, % at 6 µM; 0.14% of 290,000 active; AID 1706; in the data active = inhibition above about 12%
BoNT-F LC inh: inhibitors of Botulinum neurotoxin F light chain protease; Multiplex microsphere protease cleavage assay, flow cytometry; inhibition, % at 10 µM; 0.22% of 360,000 active; AID 588497; in the data active = inhibition above about 35%, passing the limit was not always enough; inconclusive = no clear call, values can overlap the other calls; note: plate controls were buffer without enzyme for full effect and enzyme alone for no effect
PriA SSB inh: K. pneumoniae PriA-SSBct interaction inhibition; inhibition, % at 33 µM; 0.6% of 430,000 active; AlphaScreen SSBct-PriA binding, biotinylated peptide; AID 1272365; in the data active = inhibition mostly above about 37%, no sharp cut-off; inactive = mostly below about 20%;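 note: plate controls were negative control peptide for no effect and reference peptide for full effect; strong numbers were not always called active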
CCHF vOTU inh: blocks the CCHF virus ovarian tumor domain protease | 0.55% of 370,000 active | CCHFV vOTU protease, Pep-AMC fluorescence | inhibition, % at 11.5 µM; in the data active = inhibition above about 30%; note: 0% = vehicle wells with enzyme and 100% = no enzyme wells
Rv3671c inh: inhibits the M. tuberculosis serine protease Rv3671c | P9WHR9 | 0.048% of 320,000 active | inhibition, % at 5.96 µM; in the data active = inhibition above about 38%;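 note: extracellular domain of Rv3671c used as enzyme; 0% = enzyme with DMSO and 100% = no enzyme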
Target sequence (P9WHR9 whole entry, looked up, the tested form may be a part): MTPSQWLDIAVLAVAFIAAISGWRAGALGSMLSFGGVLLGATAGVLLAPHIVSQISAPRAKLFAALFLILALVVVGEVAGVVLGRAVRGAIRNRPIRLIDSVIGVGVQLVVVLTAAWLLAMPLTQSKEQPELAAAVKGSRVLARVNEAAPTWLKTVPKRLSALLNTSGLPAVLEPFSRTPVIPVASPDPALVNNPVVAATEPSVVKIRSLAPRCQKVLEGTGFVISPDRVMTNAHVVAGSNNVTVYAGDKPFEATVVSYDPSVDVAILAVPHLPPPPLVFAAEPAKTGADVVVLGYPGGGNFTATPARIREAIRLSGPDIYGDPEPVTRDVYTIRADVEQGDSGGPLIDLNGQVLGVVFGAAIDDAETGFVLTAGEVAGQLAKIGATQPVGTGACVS
MazEF act: MazEF (E. coli) toxin RNase activation | 0.32% of 350,000 active | AID 504720 | activation, % at 20 µM | FAM/BHQ RNA-DNA oligo cleavage fluorescence, 5 h; in the data active = activation above about 50%
Target sequence (P0AE70 whole entry, looked up): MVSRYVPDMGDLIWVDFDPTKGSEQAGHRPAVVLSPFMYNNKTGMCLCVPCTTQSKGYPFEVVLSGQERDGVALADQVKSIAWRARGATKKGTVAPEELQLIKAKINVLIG
Anthrax LF prot: anthrax lethal factor protease inhibition; P15917; multiplex microsphere protease cleavage assay, LF; inhibition, % at 10 µM; 0.12% of 360,000 active; note: plate controls were buffer without enzyme for full effect and enzyme alone for no effect
VHR inh abs: inhibitors of human VHR1 phosphatase (DUSP3); 0.52% of 290,000 active; recombinant VHR phosphatase, pNPP absorbance; inhibition, % at 13.3 µM; P51452; in the data active = inhibition above about 50%; note: some compounds called inactive have numbers as strong as hits
Target sequence (P51452 whole entry, looked up): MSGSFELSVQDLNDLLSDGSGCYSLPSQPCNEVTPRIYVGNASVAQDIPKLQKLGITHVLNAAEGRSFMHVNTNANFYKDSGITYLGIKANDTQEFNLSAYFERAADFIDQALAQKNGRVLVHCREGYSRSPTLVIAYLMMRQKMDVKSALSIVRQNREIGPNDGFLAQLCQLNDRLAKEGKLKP
PrPC TRFRET: cell surface PrPC inhibition, primary TR-FRET screen | inhibition, % at 13.8 µM | TR-FRET read-out | P04156 | 0.43% of 370,000 active | AID 720596; in the data active = inhibition above about 24%; note: 0% = median of the test wells and 100% = reference compound wells
An asterisk follows results filed as active; u = inconclusive; x = no result given; & = joins results of further samples. Cut-off read from the data, not from the text of the source, unless noted: active = inhibition above about 30%; inconclusive = no clear call, values can overlap the other calls; inactive = below that. This is a subset (hit frequency here may not be typical).

Start of the data: the first 14 compounds as a preview:
nr	SMILES	VHR inh abs	CCHF vOTU inh	3CLpro inhibitor	BoNT-F LC inh	BoNT-A LC inh2	PrPC TRFRET	PriA SSB inh	Rv3671c inh	Anthrax LF prot	MazEF act
1	Nc1ccn([C@@H]2O[C@H](CO)[C@@H](O)[C@H]2O)c(=O)n1	x	3	x	4	-0.3	-7	1	x	-8	6
2	CCCn1c(N)c(N(CCOC)C(=O)c2cc3c(s2)CCC(CC)C3)c(=O)[nH]c1=O (centres undefined)	x	-6	x	2	-0.2	1	2	-1	-3	2
3	Cc1onc(-c2c(F)cccc2Cl)c1C(=O)OCC(=O)Nc1cccc(S(=O)(=O)N(C)C)c1	x	8	x	1	0.3	12	37	x	2	-20
4	CCCCC[C@H]1CN(Cc2ccccc2)C(=O)[C@@H]1CC(=O)NCc1ccccc1	13	24	6	-1	-0.4	-5	-3	-3	-14	2
5	CC(C)C(=O)Nc1nnc(SCC(=O)NCc2ccc3c(c2)OCO3)s1	14	-14	2	-8	-0.5	-5	3&-5	11	-3	-9
6	CCCCN(C)c1c(N2CCC(C(=O)OCC)CC2)c(=O)c1=O	20	10	4	0	-0.5	-4	-10	4	0	0
7	CC(=O)c1ccc(NC(=O)c2ccc(C)c(S(=O)(=O)N3CCOCC3)c2)cc1	10	1	-1	-9	-2.9	4	-4	-3	0	10
8	COc1cc(/C=N/NC(=S)NCc2ccccc2)ccc1OCC#N	-5	3	0	-8	-1.0	-5	x	-22	-1	2
9	Cc1nc(Nc2ccccc2)sc1-c1ccccc1	-13	2	6	-8	-1.0	-2	-26	6	-2	8
10	CCn1c(SCC(=O)Nc2nccc(C)n2)nc2ccccc21	6	0	2	-12	0.8	-7	0	8	-6	0
11	CC(=O)NC(Cc1ccccc1)C(=O)OCC(=O)c1ccc(Cl)cc1 (centres undefined)	-11	3	2	4	-0.1	-8	-5	-6	0	-3
12	COc1ccc(N(CC(=O)NCc2ccco2)C(=O)CCC(=O)Nc2ccccn2)cc1	21	13	1	-4	0.2	11	-16	x	0	0
13	CC(=O)C1(O)CCC2C3CCC4CC(O)CCC4(C)C3C(=O)CC21C (centres undefined)	x	15	x	-2	0.2	-2	-8	x	5	-16
14	Cc1ccccc1Nc1nnc(SCC(=O)NCc2cccs2)s1	-4	7	0	-5	-0.2	-5	-2	2	-2	5

The listing, from the start:
nr	SMILES	VHR inh abs	CCHF vOTU inh	3CLpro inhibitor	BoNT-F LC inh	BoNT-A LC inh2	PrPC TRFRET	PriA SSB inh	Rv3671c inh	Anthrax LF prot	MazEF act
1	Nc1ccn([C@@H]2O[C@H](CO)[C@@H](O)[C@H]2O)c(=O)n1	x	3	x	4	-0.3	-7	1	x	-8	6
2	CCCn1c(N)c(N(CCOC)C(=O)c2cc3c(s2)CCC(CC)C3)c(=O)[nH]c1=O (centres undefined)	x	-6	x	2	-0.2	1	2	-1	-3	2
3	Cc1onc(-c2c(F)cccc2Cl)c1C(=O)OCC(=O)Nc1cccc(S(=O)(=O)N(C)C)c1	x	8	x	1	0.3	12	37	x	2	-20
4	CCCCC[C@H]1CN(Cc2ccccc2)C(=O)[C@@H]1CC(=O)NCc1ccccc1	13	24	6	-1	-0.4	-5	-3	-3	-14	2
5	CC(C)C(=O)Nc1nnc(SCC(=O)NCc2ccc3c(c2)OCO3)s1	14	-14	2	-8	-0.5	-5	3&-5	11	-3	-9
6	CCCCN(C)c1c(N2CCC(C(=O)OCC)CC2)c(=O)c1=O	20	10	4	0	-0.5	-4	-10	4	0	0
7	CC(=O)c1ccc(NC(=O)c2ccc(C)c(S(=O)(=O)N3CCOCC3)c2)cc1	10	1	-1	-9	-2.9	4	-4	-3	0	10
8	COc1cc(/C=N/NC(=S)NCc2ccccc2)ccc1OCC#N	-5	3	0	-8	-1.0	-5	x	-22	-1	2
9	Cc1nc(Nc2ccccc2)sc1-c1ccccc1	-13	2	6	-8	-1.0	-2	-26	6	-2	8
10	CCn1c(SCC(=O)Nc2nccc(C)n2)nc2ccccc21	6	0	2	-12	0.8	-7	0	8	-6	0
11	CC(=O)NC(Cc1ccccc1)C(=O)OCC(=O)c1ccc(Cl)cc1 (centres undefined)	-11	3	2	4	-0.1	-8	-5	-6	0	-3
12	COc1ccc(N(CC(=O)NCc2ccco2)C(=O)CCC(=O)Nc2ccccn2)cc1	21	13	1	-4	0.2	11	-16	x	0	0
13	CC(=O)C1(O)CCC2C3CCC4CC(O)CCC4(C)C3C(=O)CC21C (centres undefined)	x	15	x	-2	0.2	-2	-8	x	5	-16
14	Cc1ccccc1Nc1nnc(SCC(=O)NCc2cccs2)s1	-4	7	0	-5	-0.2	-5	-2	2	-2	5
15	O=C(COC(=O)C12CC3CC(CC(Br)(C3)C1)C2)Nc1cccnc1Cl	11	3	-1	2	0.4	-1	-1	-4	-2	-7
16	Cc1cc(NC(=O)C(C)Oc2ccc(Cl)cc2Cl)no1 (centres undefined)	21	-3	3	14	2.6	4	-17	5	0	-28
17	COc1ccccc1N(C)S(=O)(=O)c1ccc(C(=O)Nc2nc(C)c(C(C)=O)s2)cc1	x	9	x	2	1.4	-2	-5	-35	4	-1
18	Cc1cccc(NS(=O)(=O)c2ccc(C)c(C(=O)NNC(=O)c3csc(N4CCOCC4)n3)c2)c1	x	14	x	-6	-0.6	0	-2	x	-9	2
19	COc1ccc(OCc2cc(C(=O)N(Cc3nccn3C)C(C)C)no2)c2ccccc12	6	7	-1	7	0.3	-4	38	2	-2	-2
20	O=C(NCC1CCCO1)c1ccccn1 (centres undefined)	-9	-5	0	1	0.2	0	-9	-2	-6	2
21	Cc1cc(=O)n2c(C)n[nH]c2n1	-6	12	1	4	0.2	0	-12	-5	3	-10
22	O=C1COc2ccc(C(=O)COC(=O)CNC(=O)c3ccccc3)cc2N1	12	-13	-6	-3	-0.8	0	-5	-3	0	-5
23	COC(=O)COc1ccc(S(=O)(=O)NCc2ccc3c(c2)OCO3)cc1	34	-6	-2	-6	-0.4	1	-5	0	-7	9
24	COc1ccc(OC)c(S(=O)(=O)NCC(=O)O)c1	9	-4	-1	-2	-1.1	-6	-3	7	-5	13
25	COc1cc(NC(=O)Cc2ccccc2)ccc1NC(=O)Cc1ccccc1	13	3	2	u	-1.7	6	0	11	-3	5
26	COc1ccc(C(=O)CSc2nnn(-c3cccc(NC(C)=O)c3)n2)cc1	-22	6	0	u	-1.5	-4	8	-1	-6	9
27	CN(C)S(=O)(=O)c1cccc(NC(=O)CCc2nc3cc(S(=O)(=O)N4CCOCC4)ccc3n2C)c1	x	6	x	u	u	6	-21	-3	-4	-2
28	Cc1cccc(-n2c(C)nc3cc(C(=O)NCCN4CCOCC4)ccc32)c1	x	-12	x	-3	-0.7	2	x	x	-8	2
29	O=C(C1CCCO1)N1CCN(C(=S)Nc2cccc(Cl)c2)CC1 (centres undefined)	-11	2	6	3	-0.8	5	1	-5	0	-5
30	COc1cc(/C=N/NC(=O)c2cc(C34CC5CC(CC(C5)C3)C4)[nH]n2)ccc1O	-4	14	5	4	0.4	23	x	8	1	2
31	O=C(CN1C2CCCC1CC(NC(=O)C1CCCCC1)C2)Nc1ccccc1 (centres undefined)	-25	-1	-2	-7	-2.1	2	-9	-4	6	0
32	Cc1nnc2n1NC(c1ccc(Cl)cc1)C(C(=O)N(C)C1CCCCC1)S2 (centres undefined)	21	3	-2	2	-0.9	4	3	-3	-12	4
33	COC(=O)c1c(NC(=O)Cc2cccs2)sc(C(=O)N2CCCCC2)c1C	13	-6	5	-1	-0.2	-5	2	-1	-5	4
34	Cc1sc(NC(=O)C2CCCCC2C(=O)O)c(C(N)=O)c1C (centres undefined)	28	-9	-6	-1	0.9	3	x	-8	-1	-22
35	Brc1ccc(-c2csc(-c3c[nH]c4ccccc34)n2)cc1	28	23	-8	-25	-0.3	8	-7	-5	-7	17
36	Cc1ccc(NC(=O)c2ccco2)c(NC(=O)Cc2cccs2)c1	17	-9	-6	3	u	-5	-13	-6	-3	0
37	CCCCn1c(N)c(N(CC)C(=O)c2cc(S(=O)(=O)N3CCCCCC3)ccc2OC)c(=O)[nH]c1=O	x	-5	x	x	x	-3	-16	1	x	3
38	COc1ccc(CN2C(=O)C(CC(C)C)Nc3ncnc(N4CCN(c5ccccn5)CC4)c32)cc1 (centres undefined)	x	1	x	-15	-1.2	2	-26	-10	-6	-6
39	CCNc1c(NS(=O)(=O)c2ccc(OC)c(Cl)c2)c(=O)oc2ccccc12	14	5	-2	2	0.8	1	-1	-8	-2	4
40	CCOCCCn1c(=NC(C)=O)c(C(=O)OCC)cc2c(=O)n3ccccc3nc21	-4	-15	-2	-9&-4	-0.7&-1.7	-8	8&-20	1	-5&-3	5&1
41	O=C(CCOc1ccccc1)Nc1ccc(Br)cc1	9	-7	5	-2	0.4	9	-28	-12	-4	6
42	O=C(O)C1C=CCC(C(=O)O)C1 (centres undefined)	x	-5	x	1	-0.1	2	x	x	-3	4
43	Cc1ccc(N(C(=O)c2cnccn2)C(C(=O)NC2CCCCC2)c2ccc(O)cc2)cc1 (centres undefined)	-5	-1	-2	-6	-1.6	7	-3	0	-5	4
44	CCN(CC)S(=O)(=O)c1ccc(N(C)Cc2ccc(C(F)(F)F)cc2)nc1	-16	22	3	-16	0.1	24	-17	-4	-2	-7
45	O=C(COC(=O)CN1C(=O)C2CCCCC2C1=O)Nc1cc(S(=O)(=O)N2CCOCC2)ccc1Cl (centres undefined)	-7	-6	1	-3	-0.2	3	-12	-5	0	1
46	CC(=O)Nc1cccc(-c2csc(NCc3ccco3)n2)c1	4	-7	5	-8	0.5	-6	-3	-5	1	4
47	Cc1nnc(NC(=O)Cn2nc(C)c3ccccc3c2=O)s1	-5	-1	-5	-6	-0.7	-3	-5	-6	-2	10
48	CC(C)c1ccc(NC(=S)Nc2ccc(OC(F)(F)F)cc2)cc1	21	-6	4	-8	-1.5	-2	-11	-6	-2	-9
49	O=C(O)/C(=C\c1cccs1)Sc1nnc(-c2ccc(F)cc2)o1	36	-5	-1	1	0.4	1	-2	1	1	7
50	Cc1cccc(NC(=O)c2nc[nH]c2C(=O)N[C@H](C)CO)c1	x	10	x	-3	-0.3	-5	x	x	-11	7
51	COc1ccccc1/C=N/N1C(=O)C2C3C=CC(CC3)C2C1=O (centres undefined)	20	-8	0	-10	-2.4	-7	x	1	-2	4
52	O=C(NNC(=O)C1CC(=O)N(Cc2ccccc2)C1)c1ccc(Br)cc1 (centres undefined)	57*	5	0	-1	-1.0	2	-6	3	-4	-2
53	CN(C)C=NC(=O)c1ccc([N+](=O)[O-])c(CS(=O)(=O)c2ccc(Cl)cc2)c1	17	10	5	-12	-0.7	-48	-7	3	0	-7
54	CN(C(=O)CN1CCN(c2cc(-c3ccc(OCc4ccccc4)cc3)ncn2)CC1)c1ccccc1	x	1	x	-2	-0.1	9	x	x	-7	x
55	Cc1nc2ccccc2c(=O)n1NC(=O)CCC(=O)O	-3	-2	1	7	1.0	4	-13	5	-7	-1
56	Cc1cccc(N2CCN(C(=O)c3ccc(Cl)c(S(=O)(=O)NCc4ccco4)c3)CC2)c1C	-9	0	-2	1	-0.6	4	6	-8	-3	1
57	O=C(O)c1ccc(NC(=O)c2cccc(N3C(=O)C4C5CCC(C5)C4C3=O)c2)cc1 (centres undefined)	-17	-6	-3	0	-0.3	1	-16	0	0	-2
58	Cc1cc(N2CCN(C3CCCC3)CC2)n2c(nc3ccccc32)c1C#N	-8	-34	2	2	0.0	-18	-1	12	-1	2

Assay outcomes from PubChem.
